NPR1 activator: GC-A (human) enzyme activation | activation, % at 10 µM | HEK293 GC-A cells, cGMP TR-FRET, EC30 ANP; 0% at EC30 ANP, 100% saturating ANP | actives 0.14% (n = 370,000); in the data active = activation above about 40%
Target sequence (P16066 whole entry, looked up): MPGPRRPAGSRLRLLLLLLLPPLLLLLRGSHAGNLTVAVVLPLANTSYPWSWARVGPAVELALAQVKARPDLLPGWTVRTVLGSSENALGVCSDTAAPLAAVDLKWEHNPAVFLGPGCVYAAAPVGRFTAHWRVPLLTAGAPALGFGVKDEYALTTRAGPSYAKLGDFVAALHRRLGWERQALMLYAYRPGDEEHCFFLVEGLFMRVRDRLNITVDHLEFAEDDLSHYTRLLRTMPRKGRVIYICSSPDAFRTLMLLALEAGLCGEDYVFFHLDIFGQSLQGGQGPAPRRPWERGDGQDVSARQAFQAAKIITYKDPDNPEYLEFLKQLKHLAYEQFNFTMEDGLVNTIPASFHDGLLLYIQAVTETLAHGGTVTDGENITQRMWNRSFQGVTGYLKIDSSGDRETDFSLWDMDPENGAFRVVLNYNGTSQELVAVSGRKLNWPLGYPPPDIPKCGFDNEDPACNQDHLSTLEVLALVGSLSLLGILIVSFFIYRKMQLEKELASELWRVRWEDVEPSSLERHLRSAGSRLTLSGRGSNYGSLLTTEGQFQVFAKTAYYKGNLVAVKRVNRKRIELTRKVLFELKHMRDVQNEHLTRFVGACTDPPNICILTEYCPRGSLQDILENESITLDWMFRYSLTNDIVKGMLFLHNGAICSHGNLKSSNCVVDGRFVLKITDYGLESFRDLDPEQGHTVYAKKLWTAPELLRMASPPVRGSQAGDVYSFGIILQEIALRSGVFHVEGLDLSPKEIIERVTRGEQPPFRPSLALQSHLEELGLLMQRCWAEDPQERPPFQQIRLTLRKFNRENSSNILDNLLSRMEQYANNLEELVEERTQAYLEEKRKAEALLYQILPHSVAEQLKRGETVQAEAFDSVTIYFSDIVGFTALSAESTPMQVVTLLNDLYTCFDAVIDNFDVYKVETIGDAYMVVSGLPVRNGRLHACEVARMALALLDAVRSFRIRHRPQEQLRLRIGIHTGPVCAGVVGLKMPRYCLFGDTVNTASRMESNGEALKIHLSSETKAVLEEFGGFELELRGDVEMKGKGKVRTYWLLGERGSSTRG
DAX1 inh-1: inhibits human nuclear receptor DAX1. P51843. HEK293 Gal4-DAX1 luciferase reporter, luminescence. inhibition, % at 6.75 µM. actives 0.99% (n = 340,000). AID 504766;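 active = inhibition above the mean over all tested compounds plus 3 SD, cut at about 4.2% in these data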;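 note: 0% = DAX1-transfected cells with DMSO and 100% = empty-vector control cells with DMSO; inhibition shows as a rise in luminescence from relieved DAX1 repression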
HGIII-sPLA2 inh: Blocks human group III sPLA2 activity. Q9NZ20. QFRET BODIPY PC-A2 liposome hydrolysis, fluorescence. inhibition, % at 12.2 µM. actives 0.56% (n = 370,000). AID 743126;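 active = inhibition above mean plus 3 SD of compounds lying within the high and low control bounds, cut at about 19% in these data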;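 note: 0% = median of test compound wells and 100% = no enzyme DMSO wells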
ssDAF12 agonist: activators of S. stercoralis DAF-12 nuclear receptor. activation, % at 6.8 µM. HEK293 ssDAF-12/GRIP1 lit1-tk-luc reporter, luminescence; % of 3 µM dafachronic acid response. AID 652126. actives 1% (n = 370,000);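 active = activation above the mean over all tested compounds plus 3 SD, cut at about 0.9% in these data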;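 note: 0% = DMSO-only wells and 100% = 3 µM delta7-dafachronic acid wells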
DAX1 inh-2: inhibitors of DAX1 repression of SF-1 activated StAR promoter. HEK293T StAR-luciferase reporter, SF-1/DAX-1 repression relief. inhibition, % at 6.8 µM. actives 1.1% (n = 370,000). AID 652010;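 active = inhibition above the mean over all tested compounds plus 3 SD, cut at about 3.6% in these data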;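 note: 0% = DAX-1 cells with DMSO and 100% = cells lacking DAX-1 with DMSO; higher inhibition means more luminescence from relief of DAX-1 repression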
proKLK7 act: activators of human kallikrein-7 zymogen; AID 652039; P49862; activation, % at 7 µM; actives 0.9% (n = 370,000); purified proKLK7, EDANS-DABCYL substrate fluorescence; 100% is mature enzyme control, 0% vehicle;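 active = activation above the mean of all tested compounds plus 3 SD, computed per campaign excluding outliers beyond control limits, cut at about 13% in these data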
GC-B act: GC-B (human) receptor activation | P20594 | HEK293-GC-B cells, CNP EC30, cGMP TR-FRET; 0% at EC30 CNP, 100% saturating CNP | activation, % at 10 µM | actives 0.11% (n = 370,000);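 active = activation at 10 µM reaching about 35% in either raw or pattern-adjusted values, limit read from the data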
SMARCA2 act: SMARCA2 function activation, primary screen; MG213 cells, MMTV-luciferase reporter, dexamethasone, overnight; activation, % at 9.1 µM; actives 1% (n = 370,000); AID 652017; in the data active = activation above about 7.8%;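 note: 0% = vehicle wells and 100% = reference activator wells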
hgDAF12 agonist: hgDAF-12 agonism, primary luciferase screen; HEK293 GAL4-hgDAF12 UAS-luciferase reporter, agonist luminescence; normalized to butyrate control; activation, % at 6.8 µM; actives 1.8% (n = 370,000);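 active = activation above a cutoff set at the mean of all screened compounds plus 3 SD, cut at about 10% in these data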;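 note: 0% = DMSO wells and 100% = sodium butyrate wells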
hcDAF12 agonist: activators of H. contortus DAF-12 nuclear receptor. AID 652067. activation, % at 6.8 µM. actives 1.4% (n = 370,000). HEK293 hcDAF-12 lit1-tk-luc reporter, luminescence; 0% DMSO, 100% Δ7-dafachronic acid;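 active = activation above the mean of all tested compounds plus 3 SD, cut at about 5.5% in these data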;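 note: 100% = response to 3 µM Δ7-dafachronic acid high control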
FXN GAA850 act: frataxin GAA850 promoter activation. HEK293 lucGAA850 FXN promoter luciferase reporter, 24 h; percent of 10 µM SAHA response. activation, % at 6 µM. actives 0.56% (n = 360,000). AID 540364;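 active = activation above the average of all compounds screened plus 3 SD, cutoff fixed separately per campaign, cut at about 7.5% in these data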;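 note: 0% = DMSO wells and 100% = 10 µM SAHA wells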
An asterisk follows results filed as active; x = no result given. Random draw from the library; about 6.7% have a hit in one of these screens.

SMILES	NPR1 activator	DAX1 inh-1	HGIII-sPLA2 inh	ssDAF12 agonist	DAX1 inh-2	proKLK7 act	GC-B act	SMARCA2 act	hgDAF12 agonist	hcDAF12 agonist	FXN GAA850 act
CC(/C=N/NC(=O)Cc1cccn1C)=C\c1ccco1	-4	0.9	6	-1.2	-0.2	0.9	4	-2	1.5	-0.9	-0.1
COc1ccc(NC(=O)COC(=O)c2c(C)noc2C)c(OC)c1	2	-0.3	-1	-1.0	-0.3	0.0	0	1	-0.1	-0.7	0.6
CC(=O)OCCOc1nc(N(C)C)nc(N(C)C)n1	4	0.9	-2	-1.9	0.0	0.7	3	-1	-0.1	-1.6	1.4
CCOCCCNC(=O)c1cccs1	7	1.7	1	-1.7	0.3	0.2	7	-1	-0.3	0.5	-2.1
O=C1CCC(=O)N1c1ccccc1OS(=O)(=O)c1ccccc1	2	-0.2	2	-1.0	0.6	0.1	3	-3	0.9	-0.5	0.4
Cc1c(Cc2ccc3c(c2)OCO3)sc(NC(=O)c2ccccc2)c1C(N)=O	2	1.6	-2	-1.2	0.6	-79	4	0	-0.2	1.0	0.2
C/C(=N/NC(=O)c1cccc(N2CCCC2=O)c1)c1ccc(Br)cc1	-3	0.3	4	-0.4	0.3	-0.3	0	-1	1.8	-0.5	1.7
Cc1cc(Oc2ccc(=O)[nH]n2)nc(Cl)n1	-1	-0.3	1	-1.6	0.2	-0.2	3	1	4.3	0.9	0.3
NC(=S)N/N=C/c1ccc(-c2cc(Cl)ccc2Cl)o1	-19	-0.4	17	-1.5	-1.4	-0.3	0	2	-0.1	-1.1	0.6
COc1ccc(S(=O)(=O)NCC(c2cccnc2)N2CCN(c3ccc(F)cc3)CC2)cc1C (stereo not given)	-10	-0.1	-42	-2.0	-0.6	-0.1	-8	-2	-2.6	-1.6	-0.7
COc1ccc(S(=O)(=O)Nc2cc(C)ccn2)cc1OC	3	-0.9	-2	-1.4	-0.3	-0.3	2	4	1.2	-1.5	-0.1
Nc1ccc(C(=O)OCC(=O)NC2CCCc3ccccc32)cc1[N+](=O)[O-] (stereo not given)	-10	-1.0	5	-1.1	-0.3	-0.3	-10	-2	-0.8	-0.9	2.3
CCOC(=O)C1(C)NC(c2ccco2)C2C(=O)N(CC)C(=O)C21 (stereo not given)	-1	-1.2	0	-1.7	0.6	0.1	-4	4	-0.3	-1.2	0.2
COCCSc1nnc(NC(=O)Cc2ccccc2OC)s1	6	0.2	0	-1.4	-0.4	-0.7	1	-2	1.4	-1.8	-0.5
CC(=O)Nc1ccc(NC(=O)C(C)N(C)CC(=O)Nc2ccccc2Br)cc1 (stereo not given)	-9	-0.5	-4	-1.2	-0.3	0.5	0	-1	-2.0	0.8	0.7
CC(=O)c1cc2c(cc1NS(=O)(=O)c1ccccc1)OCO2	-4	0.7	1	-2.0	-0.9	-0.4	-5	4	2.0	-1.0	1.9
O=C1CC2(CCN(C(=O)c3ccccc3F)CC2)Oc2ccccc21	4	0.1	8	-1.4	-0.8	0.3	2	-1	2.8	-1.5	-2.9
CC(=O)NS(=O)(=O)c1ccc(NS(=O)(=O)c2ccc3ccccc3c2)cc1	0	4.7*	-6	-1.3	-0.1	0.9	4	-1	-0.5	0.3	-1.0
Cc1ccc(-c2cc(C(=O)N3CCCCC3)c3ccccc3n2)cc1C	-3	0.0	-16	-0.6	0.5	-1.3	1	0	4.3	-2.4	0.9
COC(=O)c1c(NC(=O)CN2CCN(C(=O)c3ccco3)CC2)c2cc(C)ccc2n1C	-12	0.6	-2	-0.6	-0.1	0.7	3	-3	0.3	1.8	3.5
O=C(CCCc1nc(-c2ccc(Cl)cc2)no1)NCC1CCCO1 (stereo not given)	13	-2.8	1	-2.0	-1.0	-0.1	-1	-2	-3.4	-5.0	-3.2
CNc1nc(SC)nc2ccccc12	0	0.5	5	-2.1	-1.5	0.4	1	-4	-3.5	-3.1	0.4
CSCC(C)N1CCC(n2nccc2NC(=O)CCOc2ccccc2)CC1 (stereo not given)	2	0.7	-4	-1.0	0.3	-0.9	1	-1	-1.9	-0.9	0.7
CC(=O)c1c(C)nc(C)nc1NC(=O)C(C)C	1	0.8	-3	-0.9	0.7	-0.3	3	-2	2.1	-2.1	-0.9
O=C(O)COc1ccccc1/C=N/Nc1ccc(S(=O)(=O)N2CCOCC2)cc1[N+](=O)[O-]	6	-0.1	-4	-0.9	1.4	0.1	-2	-3	-0.6	-0.5	0.4
Cc1cc(N2CCN(C(=O)Oc3ccc(-c4ccccc4)cn3)CC2)c2ccccc2n1	3	x	-17	-2.9	-5.9	0.5	7	-7	-7.5	-7.4	x
COc1ccccc1-c1nc2cc(Cl)ccc2c(=O)n1O	1	4.1	-4	-1.0	0.2	0.3	-6	1	2.9	-0.3	-0.9
CCN(C(=O)CSc1nnc(-c2ccc(C)cc2)n1N)c1c(N)n(Cc2ccccc2)c(=O)[nH]c1=O	-1	-0.4	1	-0.9	1.7	0.0	0	0	-2.2	-0.5	2.3
Cn1c(NC(=O)c2ccc(S(=O)(=O)N3CCOCC3)cc2)cc(=O)n(C)c1=O	-2	-0.4	12	0.3	-0.1	0.5	2	-2	-1.4	-0.5	-0.1
Cc1cc(OC(=O)c2cc(Br)ccc2Cl)c([N+](=O)[O-])c(=O)[nH]1	0	1.0	0	-1.0	1.1	-0.3	4	-3	-2.1	0.5	0.6
N/C(=N\OC(=O)c1ccccc1Cl)c1cccnc1	10	1.1	1	1.9*	2.5	0.0	-13	8.8*	15*	9.7*	2.6
CCN(CC)CCCNC(=O)CNC(=O)c1nn(-c2ccc(OC)c(OC)c2)c(=O)c2ccccc12	-5	1.1	1	-1.3	0.0	-0.5	0	0	1.4	-1.0	-0.5
C#CCN1CC(N(C)CCOC(=O)c2cc3ccccc3[nH]2)CS1(=O)=O (stereo not given)	0	x	-1	-1.2	-0.8	0.7	-3	-1	0.3	-1.0	x
CCOc1ccc(-c2cc(C(=O)O)c3ccccc3n2)c(OCC)c1	4	-2.0	-1	-1.4	-0.1	0.5	2	-2	-3.7	1.4	1.8
CC(=O)N1CCCc2cc(S(=O)(=O)Nc3cccc(C)c3C)ccc21	1	1.7	-6	-1.0	0.1	0.0	3	2	-1.5	-1.6	-1.6
CCOC(=O)N1CCC(N(CCN(C)C)C(=S)Nc2cc(Cl)cc(Cl)c2)CC1	2	0.4	-1	-0.9	-0.2	-0.2	2	-3	1.5	-1.4	0.6
CCOc1ccccc1N1C(=O)CC(Sc2ncccc2C(=O)O)C1=O (stereo not given)	3	-0.4	-2	0.0	-0.4	0.0	3	0	0.0	0.5	1.9
Cc1nc(-c2ccccc2)sc1-c1ccnn1C	-1	3.8	-6	0.7	6.2*	2.9	2	5	16*	8.8*	5.0
O=C(C1CCCN(Cc2ccccc2C(F)(F)F)C1)N1CCCCC1 (stereo not given)	-5	-0.1	-1	-0.8	0.1	0.5	1	0	0.4	-0.9	1.6
COc1ccc(CCNC(=O)C2CCC(=O)N2CCc2ccccc2)cc1OC (stereo not given)	-3	0.0	5	-1.5	0.2	-0.1	3	5	0.4	-0.1	1.8
Cc1cccn2c(=O)c(C(=O)NC3CC(C)CC(C)(C)C3)c(O)nc12 (stereo not given)	-5	0.2	3	-1.2	0.0	0.1	3	3	-1.8	-0.2	-0.5
N#CCCn1cc(/C=N/NC(N)=S)c(-c2ccccc2)n1	-6	4.0	8	-1.6	-0.5	0.4	-11	2	-2.8	-1.2	1.8
CCN(CC)CCNC(=S)Nc1ccc2nc(N3CCN(C)CC3)cc(C)c2c1	-3	0.4	0	-0.3	0.3	2.1	1	5	2.2	3.3	0.1
CS(=O)(=O)N(CC(=O)NCC1CCCO1)c1cc(Cl)cc(Cl)c1 (stereo not given)	-1	-0.3	0	-1.0	0.5	0.3	1	1	1.7	0.1	0.5
CS(=O)(=O)c1ccc(N)cc1	4	-0.8	0	-0.6	-0.9	0.6	-11	-2	3.9	0.7	-0.1
COc1cccc(NC(=O)NCC2CCN(Cc3ccc(F)cc3)CC2)c1	-4	-0.5	-12	-0.9	0.1	-0.6	-3	0	1.9	-1.6	-0.1
CCN(CC)C(=O)CSc1nnc2sc3ccccc3n12	3	1.9	2	-0.9	0.0	0.4	4	1	2.0	1.2	0.3
Cc1nonc1CC(=O)NC1CCCc2c1cnn2-c1ccc(F)cc1F (stereo not given)	3	-0.3	-1	-0.7	-0.4	0.0	5	-1	1.6	0.4	-1.2
O=C(COC(=O)c1ccc(F)c(S(=O)(=O)N2CCOCC2)c1)NCc1ccc(F)cc1	1	2.7	-8	-1.4	-0.1	0.0	-2	2	0.8	-1.9	0.2
CCOC(=O)C(C(=O)OCC)C(Nc1ccccc1)c1ccccc1 (stereo not given)	-2	-1.4	2	-1.1	0.4	-1.0	1	-2	-3.7	-1.7	1.6
COC(=O)[C@@]12C[C@@H](CC(=O)NCc3cccc4ccccc34)C(=O)N(Cc3ccc4c(c3)OCO4)C1=CCC(C)(C)C2	-5	x	-18	-1.2	-1.0	-0.3	-6	-5	-2.4	-0.2	x
COc1ccc(-c2nn3c(-c4ccco4)nnc3s2)cc1OC	-2	-0.2	0	-1.2	-0.5	0.4	4	1	2.2	-0.7	5.3
CCCCCCOC(=O)C(C#N)c1nc2ccccc2nc1N1CCN(C)CC1 (stereo not given)	4	-0.6	-9	-1.5	-0.6	1.1	-5	-2	-2.4	-0.8	2.1
COCc1cc(C)nc(SCc2ccc(F)cc2)c1C#N	6	-0.1	11	-1.1	-0.2	-0.3	6	-2	-1.3	-1.3	2.1
O=C1COc2ccc(S(=O)(=O)Nc3ccc4c(c3)OCO4)cc2N1	0	0.3	3	-1.3	-0.3	-0.1	-5	-2	1.2	-0.6	1.1
COc1cc(C2CC(=O)N(c3ccc(C)cc3)C(=O)C2)cc(OC)c1OC	-2	-0.7	-6	-1.8	-0.8	-0.2	-4	1	-0.5	0.3	-4.6
COC(=O)[C@@]1(Cc2ccc(F)cc2)[C@H]2c3cc(C(=O)N4CCCC4)n(Cc4ccc(OC(F)(F)F)cc4)c3C[C@H]2CN1C(=O)c1ccccc1	-3	x	-8	-0.8	-1.7	0.6	0	-6	5.5	2.2	x
CCOC(=O)c1ccc(NC(=O)N2CCN(Cc3ccccc3)CC2)cc1	-1	0.6	-12	-1.0	-0.4	0.2	-1	-2	1.3	-1.5	-1.2

Given with values under each structure: part of the list above
Values in the order – NPR1 activator, DAX1 inh-1, HGIII-sPLA2 inh, ssDAF12 agonist, DAX1 inh-2, proKLK7 act, GC-B act, SMARCA2 act, hgDAF12 agonist, hcDAF12 agonist, FXN GAA850 act
> COCc1cc(C)nc(SCc2ccc(F)cc2)c1C#N
  6, -0.1, 11, -1.1, -0.2, -0.3, 6, -2, -1.3, -1.3, 2.1
> CCOC(=O)C(C(=O)OCC)C(Nc1ccccc1)c1ccccc1 (stereo not given)
  -2, -1.4, 2, -1.1, 0.4, -1.0, 1, -2, -3.7, -1.7, 1.6

Assay outcomes from PubChem BioAssay.
